ERp5 inh – inhibitors of human ERp5; ERp5 insulin aggregation, absorbance 650 nm, 90 min; inhibition, % at 9.99 µM; actives 0.05% (n = 350,000);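 active means mean replicate inhibition above about 25%, with every replicate also reaching it, limit read from the data, passing the limit was not always enough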
Target sequence (Q15084 whole entry, looked up): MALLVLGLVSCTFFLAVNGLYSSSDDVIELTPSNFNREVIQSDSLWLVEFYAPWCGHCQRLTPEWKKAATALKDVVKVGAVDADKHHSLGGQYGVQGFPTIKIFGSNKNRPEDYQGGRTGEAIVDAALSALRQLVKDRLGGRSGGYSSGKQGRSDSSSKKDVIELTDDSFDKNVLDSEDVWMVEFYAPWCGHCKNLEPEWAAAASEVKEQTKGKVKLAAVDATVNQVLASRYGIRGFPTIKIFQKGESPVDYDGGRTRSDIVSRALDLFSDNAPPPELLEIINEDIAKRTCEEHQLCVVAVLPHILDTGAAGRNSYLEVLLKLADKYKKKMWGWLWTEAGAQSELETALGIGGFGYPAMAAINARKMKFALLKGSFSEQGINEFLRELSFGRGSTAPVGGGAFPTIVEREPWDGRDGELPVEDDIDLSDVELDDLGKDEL
E-selectin induc – induces E-selectin expression in human endothelial cells; P16581; HUVEC E-selectin immunofluorescence imaging; normalized: neutral wells 0, TNF-alpha wells 100; activation, % at 7.58 µM; actives 0.37% (n = 260,000); AID 686992;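 active means mean E-selectin-positive cell signal at least 10% of the positive control, reached in at least 60% of replicates, without over 20% cell loss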;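 further: in these data hits start at about 27%; measured in HUVEC primary endothelial cells; signal is the percent of cells scored E-selectin positive by PE staining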
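Material: HUVEC primary endothelial cells; Amount: 3,000 cells per well; Dosing: single concentration; Medium: EGM-2 growth medium on 0.1% gelatin-coated wells; Read-out basis: percent E-selectin-positive cells; Signal: immunofluorescence imaging; Control set: TNF-alpha, DMSO.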
ARNT-TACC3 inh – disruptors of human ARNT/TACC3 interaction; AID 623870; inhibition, % at 9.99 µM; AlphaScreen His-ARNT PAS-B/GST-TACC3 binding, luminescence; TACC3 fragment carries E629A point mutation; actives 0.66% (n = 390,000);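 active means mean inhibition of replicates at least 50% and at least half of replicates each reaching 50%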;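 further: 0% = complete ARNT plus TACC3 wells and 100% = ARNT alone without TACC3; many hits fall short of the cut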
CASP6 VEID inh – blocks human caspase-6 cleavage activity. P55212. purified caspase-6, Z-VEID-R110 cleavage fluorescence. inhibition, % at 12.5 µM. actives 0.53% (n = 350,000). AID 686996;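 active means mean inhibition across replicates at least about 35%, with every replicate also reaching that limit, limit read from the data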;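 further: 0% = median of neutral control wells and 100% = no fluorescence left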
Target sequence (P55212 24-179 limits assumed): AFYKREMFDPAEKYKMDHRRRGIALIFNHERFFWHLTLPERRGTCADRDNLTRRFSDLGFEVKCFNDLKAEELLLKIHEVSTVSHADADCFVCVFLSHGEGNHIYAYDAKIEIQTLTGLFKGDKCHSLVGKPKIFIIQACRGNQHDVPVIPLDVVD
Target sequence (P55212 194-293 limits assumed): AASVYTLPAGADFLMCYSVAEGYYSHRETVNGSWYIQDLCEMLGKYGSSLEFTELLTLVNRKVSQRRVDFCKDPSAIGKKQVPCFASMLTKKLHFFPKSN
esBAF inh – inhibitors of esBAF chromatin remodeling in mouse ES cells. Bmi1-luciferase knock-in reporter, 24 h; 100% = twice the neutral-well signal. reporter increase, % at 12.5 µM. actives 2% (n = 350,000). AID 602393; in the data active means activation above about 40%;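 further: 0% = median of the plate's neutral control wells and 100% = double that signal; a rise in the Bmi1 reporter signal indicates esBAF inhibition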
RAD52 inh – inhibitors of human RAD52 DNA annealing; recombinant RAD52 DNA annealing, FRET fluorescence; inhibition, % at 18.7 µM; actives 0.46% (n = 360,000); AID 651710;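 active means every replicate showing at least 50% inhibition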
PglD DTNB – PglD (C. jejuni) enzyme inhibition; purified PglD enzyme, DTNB colorimetric CoA detection; inhibition, % at 12.5 µM; actives 0.098% (n = 360,000); in the data active means inhibition above about 16%, passing the limit was not always enough; further: strong numbers were not always called active
RAD54 branch – inhibitors of human RAD54 branch migration. Q92698. RAD54 Holliday junction branch migration, FAM/BHQ fluorescence. inhibition, % at 10.4 µM. actives 0.14% (n = 360,000);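 active means mean normalized replicate activity at least 40 and at least half of replicates scoring 40 or more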;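 further: 0% = median of neutral control wells and 100% = median of positive control wells; inhibitors cause a drop in the FAM fluorescence signal; in these data hits start at about 50%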
Active calls of the source: *; / = not tested or not shown.

A first look:
smiles	RAD52 inh	PglD DTNB	ARNT-TACC3 inh	esBAF inh	E-selectin induc	RAD54 branch	CASP6 VEID inh	ERp5 inh
C[C@]12C=CC(=O)C=C1CC[C@H]1[C@@H]3C[C@@H](O)[C@](O)(C(=O)CO)[C@@]3(C)C[C@H](O)[C@@]12F	-18	10	-16	3	0.0	-1	4	1
CO[C@@H]1CC[C@@H]2CCN(C)C(=O)C[C@H](c3ccccc3)CN(C)C(=O)c3cccc(C#N)c3OC[C@H]1O2	0	2	0	-4	0.1	5	-8	-1
O=C(COc1ccccc1Cl)N(Cc1ccco1)C1CCS(=O)(=O)C1 (stereo unspecified)	/	2	25	-4	/	1	/	/

The listing (from the top)
smiles	RAD52 inh	PglD DTNB	ARNT-TACC3 inh	esBAF inh	E-selectin induc	RAD54 branch	CASP6 VEID inh	ERp5 inh
C[C@]12C=CC(=O)C=C1CC[C@H]1[C@@H]3C[C@@H](O)[C@](O)(C(=O)CO)[C@@]3(C)C[C@H](O)[C@@]12F	-18	10	-16	3	0.0	-1	4	1
CO[C@@H]1CC[C@@H]2CCN(C)C(=O)C[C@H](c3ccccc3)CN(C)C(=O)c3cccc(C#N)c3OC[C@H]1O2	0	2	0	-4	0.1	5	-8	-1
O=C(COc1ccccc1Cl)N(Cc1ccco1)C1CCS(=O)(=O)C1 (stereo unspecified)	/	2	25	-4	/	1	/	/
Cc1ccc(NC(=O)CSc2nnc(NC(=O)C(C)C)s2)c(C)c1	-9	-2	-1	-4	/	0	4	-3
COc1nc(-c2cccc([N+](=O)[O-])c2)nc2ccccc12	-29	4	/	/	/	12	-5	3
COc1cccc(-c2ccc([C@@H]3[C@H](CO)N4CCCCN(S(=O)(=O)c5cn(C)cn5)C[C@@H]34)cc2)c1	2	-6	-8	4	0.4	-7	0	1
CN(C)C(=O)c1cccc(-c2ccc([C@H]3[C@H]4CN(C(=O)C5CC5)CC(=O)N4[C@H]3CO)cc2)c1	3	/	/	/	-0.1	/	-1	-6
Cc1cccc(C(=O)NC2CCN(CC(=O)Nc3ccccc3Cl)CC2)c1	3	-5	0	-2	0.1	-6	-2	0
O=C(C1CCOCC1)N1CC(=O)N2[C@H](C1)[C@@H](c1ccc(C#CCc3ccccc3)cc1)[C@@H]2CO	-20	/	/	/	-0.2	/	1	6
Cc1ccc(OCC(=O)Nc2cccc(S(=O)(=O)N3CCCCCC3)c2)cc1C	-3	0	-2	-6	-0.9	-5	-3	6
CCCN(CC(=O)Nc1ccccc1C)C(=O)C1CCN(C(=O)Nc2ccccc2)CC1	-9	/	-3	/	/	/	3	3
O=C(Nc1cccc(NC(=O)c2ccc(Cl)cc2)n1)c1ccc(Cl)cc1	-10	-2	-3	3	/	8	-6	-4
C=CCCC1CN(Cc2ccc(OC)cc2)S(=O)(=O)c2c(Oc3cc(C)c(C)c(C)c3)cccc2O1 (stereo unspecified)	1	/	/	/	1.5	/	-2	-1
CCCCc1nc2cc(C(=O)N(C)C(C)c3ccccn3)ccc2o1 (stereo unspecified)	-9	0	8	34	/	-2	-3	-7
COc1ccc(C2CC(O)(c3ccccc3)Oc3cc(OC)ccc32)cc1 (stereo unspecified)	-8	3	1	-10	0.0	1	-1	8
CO[C@@H]1CN(C)C(=O)c2cc(NC(=O)Nc3cccc(Cl)c3)ccc2OC[C@@H](C)NC[C@@H]1C	21	2	3	0	-0.1	-6	-9	2
COc1ccc(C(=O)C2CCCN(C(=O)c3cccc(Cl)c3F)C2)cc1OC (stereo unspecified)	-10	2	5	-2	/	5	1	-3
COc1ccc(CN(C)C[C@H]2OCCCC[C@@H](C)Oc3ccc(NS(=O)(=O)c4ccccc4)cc3C(=O)N([C@@H](C)CO)C[C@@H]2C)cc1	34	0	-10	2	-0.2	-2	1	-2
COC(=O)Cn1c(=O)c(C(=O)CCl)c(N)n(Cc2ccccc2)c1=O	-23	-2	-5	-7	-0.6	-5	0	1
CCOP(=O)(OCC)C(NC(=O)c1ccc(OC)c(OC)c1)c1ccccc1 (stereo unspecified)	-16	/	-4	/	2.5	/	1	-5
CCOC(=O)c1cc(-c2ccc(OC(F)F)cc2)nc2c1c(=O)[nH]c(=O)n2C	/	3	-11	-3	0.1	-5	/	/
Cc1ccc2c(COC(=O)c3ccccc3Cl)cc(=O)oc2c1	-12	3	31	71*	/	-2	-1	2
Cc1nnc(SCCn2c(N(C)Cc3ccccc3)nc3c2c(=O)n(C)c(=O)n3C)s1	/	1	-5	-1	/	-2	/	/
Cc1ccc(C(=O)Nc2ccncc2)cc1[N+](=O)[O-]	-15	3	3	2	1.1	9	0	2
COCCNC(=O)c1cc(S(=O)(=O)N2CCC3(CC2)OCCO3)ccc1F	8	5	/	-9	1.5	9	0	-4
CCCC(=O)Nc1ccc2c(c1)OC[C@@H](C)N(C)C[C@H](C)[C@H](OC)CN(C)C2=O	-8	-1	-4	2	0.0	-2	-12	-4
COc1ccc(OC)c(N/C=C2/CCCCC2=O)c1	/	0	5	10	/	-9	/	/
Cc1c(N)c(=O)n(-c2ccccc2)n1C	-4	0	-1	0	7.2	-4	-3	8
CCC(OC(=O)c1cccs1)C(=O)NCc1ccc(C)cc1 (stereo unspecified)	-15	/	-4	/	11	/	-3	0
CN(C(=O)COC(=O)Cc1c(Cl)cccc1Cl)c1c(N)n(Cc2ccccc2)c(=O)[nH]c1=O	-13	1	-1	-1	0.4	-6	2	-4
COc1ccccc1NC(=O)N1CCN(c2ccccc2F)CC1	/	-1	2	-9	/	-9	/	/
O=C(O)c1ccccc1Nc1ccc2nonc2c1[N+](=O)[O-]	-5	-7	5	-4	0.0	-10	2	4
CCc1cc2c(=O)n(-c3ccccc3)c(SCC(=O)O)nc2s1	-8	-1	-4	-2	/	-3	-3	-1
C[C@H](CO)N1C[C@H](C)[C@H](CN(C)CC2CC2)OCCCC[C@H](C)Oc2ccc(NS(=O)(=O)c3ccccc3)cc2C1=O	37	-5	1	-14	-0.2	8	2	4
Cc1cc(C)c(C)c(OCC(=O)NCc2nc(-c3ccccc3)no2)c1	/	1	0	-1	/	-1	/	/
CCn1c(Cc2ccccc2)nnc1SCC(=O)Nc1ccc(N)cc1	/	-2	57*	-3	/	-3	/	/
C[C@@H]1CN([C@H](C)CO)C(=O)c2cc(NS(=O)(=O)c3ccccc3)ccc2O[C@@H]1CN(C)CC1CCCCC1	16	0	-6	-1	-0.1	-7	-1	0
COc1ccc(-c2nc3ccc(C)cn3c2NCc2ccccc2)cc1SC1CCCCC1	/	8	-1	-37	/	1	/	/
CC(=O)N/C(=C/c1ccccc1)C(=O)NCCO	/	0	-7	0	/	-2	/	/
CCc1ccc(NC(=O)C2CCCN2S(=O)(=O)c2ccc3c(c2)n(C)c(=O)c(=O)n3C)cc1 (stereo unspecified)	-6	1	-6	1	-0.3	10	-1	0
N=c1c2c(-c3ccccc3)c(-c3ccccc3)n(Cc3ccco3)c2ncn1CCCN1CCOCC1	12	/	8	/	-0.2	/	-1	-2
CC(/C=N/NC(=O)c1cc(-c2ccccc2)nc2ccccc12)=C\c1ccco1	/	4	4	-10	/	-3	/	/
N#C[C@@H]1[C@H](c2ccc(C3=CCCC3)cc2)[C@@H](CO)N1C(=O)C1CC1	-2	2	1	3	-0.1	-16	3	-9
CC(C)Oc1ccc(C(=O)NC2CCN(Cc3ccccc3)CC2)cc1	-34	0	-1	9	0.1	3	-8	1
O=C(NC(=O)c1c(F)cccc1F)Nc1ccccc1SC(F)F	1	/	-3	/	-0.2	/	-3	5
COCC(=O)N1CC2(C1)[C@@H](c1ccccc1)[C@@H](CO)N2C(=O)c1ccccc1	-8	/	/	/	-0.1	/	-4	2
Cc1noc(C)c1NC(=O)N(C)C[C@H]1OCCCC[C@H](C)Oc2ccc(NS(C)(=O)=O)cc2C(=O)N([C@@H](C)CO)C[C@@H]1C	/	2	2	-4	-0.3	1	/	/
CCc1nnc(NC(=O)C2CCN(c3nc(C)cc(C)n3)CC2)s1	/	2	7	5	/	-12	/	/
O=C(NC1CC1)c1c[nH]c2ccc(S(=O)(=O)Nc3cccc(C(F)(F)F)c3)cc2c1=O	/	-1	1	-6	/	-8	/	/
CNC(=O)COc1ncnc2sccc12	/	-4	-2	-8	/	-1	/	/
O=C(NCCC1=CCCCC1)C1CCN(S(=O)(=O)c2cnc[nH]2)CC1	/	-3	-7	-9	/	-1	/	/
O=S(=O)(N[C@@H]1CC[C@H](CCn2cc(C3(O)CCCC3)nn2)O[C@@H]1CO)c1ccc(F)cc1	-4	-1	-10	13	-0.4	7	2	2
COC(=O)C[C@@H]1CC[C@@H]2[C@@H](COc3ccc(NS(=O)(=O)c4ccc(F)cc4)cc3C(=O)N2C)O1	-2	-4	-11	3	0.0	5	3	-2
COc1ccc(N2CC(O)=C(c3nc4ccccc4s3)C2=N)cc1	-13	4	-1	24	/	-1	0	4
COc1ccc(N2C(=O)CC(N3CCN(c4ccccc4OC)CC3)C2=O)cc1 (stereo unspecified)	-9	-2	2	-5	/	3	3	4
COc1cc(F)ccc1-c1cc(C(=O)NCc2ccc(C(F)(F)F)cc2)[nH]n1	-15	4	/	-4	0.0	-4	0	-1
O=C(NCc1ccccc1Cl)[C@H]1[C@H](CO)[C@H]2Cn3c(cccc3=O)[C@H]2N1C(=O)C1CCCC1	5	7	-6	4	-0.1	-12	-4	-5
O=C(NNC(=O)c1ccncc1)Nc1ccc(Br)cc1	-13	-5	-2	/	/	1	-2	5
Cc1ccc(OCC(=O)Nc2ccc(C(=O)Nc3ccccc3C(=O)O)cc2)cc1C	6	-2	/	0	0.0	-1	1	2
O=C(NC1CCCCC1)N[C@H]1CC[C@@H](CCNS(=O)(=O)c2ccc(F)cc2)O[C@@H]1CO	3	3	12	2	0.4	-3	-2	-2

(more compounds)
smiles	RAD52 inh	PglD DTNB	ARNT-TACC3 inh	esBAF inh	E-selectin induc	RAD54 branch	CASP6 VEID inh	ERp5 inh
CC(C)C(=O)NC(c1ccco1)c1c(O)ccc2ccccc12 (stereo unspecified)	/	0	2	-3	/	1	/	/
Cc1ccc(S(=O)(=O)N(C)C[C@H]2Oc3ccc(NC(=O)Nc4ccccc4)cc3CC(=O)N([C@@H](C)CO)C[C@H]2C)cc1	-3	4	2	6	/	-9	0	-3
C[C@H](CO)N1C[C@H](C)[C@@H](CN(C)C(=O)c2ccc3c(c2)OCO3)Oc2ncc(C#CCN(C)C)cc2C1=O	-5	-6	-4	2	0.5	-2	-1	1
Cc1ccc(C(C(=O)NCc2ccco2)N(C(=O)CNC(=O)c2cccs2)c2c(C)cc(C)cc2C)cc1 (stereo unspecified)	-18	-4	-8	-2	/	2	1	4

Screens as filed in PubChem BioAssay.
